FUS suppressor = qHTS for Suppressors of FUS Proteinopathy: Primary screen using FUS-linked yeast assay. actives 0.24% (n = 390,000). AID 1347120, 2019. S. cerevisiae FUS-expressing, growth rescue, OD600, 24 h. Potency, µM (doses to about 76.6 µM), inactives show at the highest dose growth rescue (activation), actives largely listed as activators;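 further: plate controls were DMSO vehicle for no effect and reference control for full effect; nearly all actives have a fitted effect of over 55% in size; some results filed as inactive show a strong effect at the top dose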
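FUS-expressing yeast, raffinose-pregrown, induced in 2% galactose minimal medium at OD 0.005; compounds in a dilution series, 24hr at 30C. Growth restoration read as absorbance at 600 nm. CP55940 positive control, DMSO negative.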
aSyn yeast inh = qHTS of alpha-syn Inhibitors | Yeast expressing alpha-synuclein, growth rescue, BacTiter-Glo, 24 h | Potency, µM (top dose mostly 46.1 µM), inactives show at the highest dose growth rescue (activation), hits mostly activators | actives 0.14% (n = 370,000) | AID 652106, 2013; further: % of control where 0% means no effect; nearly all actives have a fitted effect of over 65% in size
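Galactose-induced alpha-syn yeast (OD600=0.02, raffinose-pregrown) + pinned cpd, 24 hr, 30 deg C; growth by BacTiter-Glo luminescence. Growth restoration scores as activation.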
TDP43 rescue = qHTS of TDP-43 Inhibitors | actives 1.8% (n = 410,000) | Potency, µM (highest dose often 46.1 µM), without a hit: at the highest dose growth rescue (activation), hits mostly activators | TDP-43 expressing yeast growth rescue, BacTiter-Glo, 24 h; further: % of control where 0% means no effect; nearly all actives have a fitted effect of over 50% in size
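Luminescence from BacTiter-Glo reports growth of TDP-43-expressing yeast after 24 hr at 30 deg C with compound. Cells were raffinose-pregrown to mid-log, then seeded in galactose medium at OD600=0.02.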
EPAC2 antagonist = qHTS for Antagonist of cAMP-regulated guanine nucleotide exchange factor 2 (EPAC2): primary screen; AID 720708, 2013; actives 0.18% (n = 360,000); EPAC2 GEF exchange of Rap1B-BODIPY-GDP, fluorescence; Potency, µM (top dose mostly 114 µM), for inactives: top-dose activity, negative = inhibition, actives largely listed as inhibitors; further: on the % scale 0 is the no-effect control and ±100 the full control effect; nearly all actives have a fitted effect of over 45% in size; many of its hits are not listed in these tables
EPAC1 agonist = qHTS for Agonist of cAMP-regulated guanine nucleotide exchange factor 3 (EPAC1): primary screen. actives 0.073% (n = 360,000). AID 720707, 2013. Potency, µM (titrated, usually from 154 µM), without a hit: at the top dose activation, usual class: activators. EPAC1 agonist qHTS, biochemical assay; response scale: 100% = response to 6.5 mM cAMP. Rap guanine nucleotide exchange factor 3 (Homo sapiens), O95398; further: nearly all actives have a fitted effect of over 60% in size
Target sequence (O95398 whole entry, looked up): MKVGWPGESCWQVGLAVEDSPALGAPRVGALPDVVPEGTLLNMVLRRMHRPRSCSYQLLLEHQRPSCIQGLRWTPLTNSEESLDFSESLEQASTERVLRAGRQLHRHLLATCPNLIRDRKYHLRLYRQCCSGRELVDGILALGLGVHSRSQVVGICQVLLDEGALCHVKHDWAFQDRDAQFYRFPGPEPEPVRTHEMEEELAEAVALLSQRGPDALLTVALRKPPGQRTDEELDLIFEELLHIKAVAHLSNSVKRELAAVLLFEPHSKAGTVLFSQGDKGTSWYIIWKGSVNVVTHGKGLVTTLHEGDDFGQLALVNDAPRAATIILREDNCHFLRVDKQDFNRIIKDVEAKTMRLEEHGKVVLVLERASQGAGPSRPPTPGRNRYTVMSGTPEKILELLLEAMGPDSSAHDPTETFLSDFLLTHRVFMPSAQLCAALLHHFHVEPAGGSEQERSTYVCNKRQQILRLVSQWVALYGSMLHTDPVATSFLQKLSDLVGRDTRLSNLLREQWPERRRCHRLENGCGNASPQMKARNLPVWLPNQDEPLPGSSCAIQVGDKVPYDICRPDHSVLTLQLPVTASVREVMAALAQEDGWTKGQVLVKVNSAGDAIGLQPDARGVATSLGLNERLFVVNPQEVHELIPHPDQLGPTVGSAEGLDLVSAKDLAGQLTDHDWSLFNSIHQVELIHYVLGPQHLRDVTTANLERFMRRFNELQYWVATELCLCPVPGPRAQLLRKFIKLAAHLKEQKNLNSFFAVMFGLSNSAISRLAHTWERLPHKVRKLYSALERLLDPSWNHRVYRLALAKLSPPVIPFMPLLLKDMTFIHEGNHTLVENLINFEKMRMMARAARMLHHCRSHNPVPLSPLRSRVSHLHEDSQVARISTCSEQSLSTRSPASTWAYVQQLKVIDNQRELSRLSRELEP
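Compounds were pinned as a concentration titration into mixtures of EPAC1 (100 nM), BODIPY-GDP-loaded Rap1B (250 nM) and GDP (50 uM). After 5 min at room temperature, fluorescence was followed for 30 min; activity was scaled to 6.5 mM cAMP.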
EPAC1 antagonist = qHTS for Antagonist of cAMP-regulated guanine nucleotide exchange factor 3 (EPAC1): primary screen. Rap guanine nucleotide exchange factor 3 (Homo sapiens), O95398. EPAC1 GEF assay, Rap1b-BODIPY-GDP exchange fluorescence. Potency, µM (top dose mostly 115 µM), without a hit: at the highest dose activity change, negative = inhibition, actives largely listed as inhibitors. actives 0.14% (n = 360,000);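 further: plate controls were vehicle for no effect and positive control for full effect; nearly all actives have a fitted effect of over 50% in size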
EPAC2 ag = qHTS for Agonist of cAMP-regulated guanine nucleotide exchange factor 4 (EPAC2): primary screen. Rap guanine nucleotide exchange factor 4 (Homo sapiens), Q8WZA2. EPAC2 activation, biochemical qHTS; response scale: 100% = 6.5 mM cAMP response. Potency, µM (highest dose often 154 µM), for the others: at the top dose activation, hits mostly activators. actives 0.079% (n = 360,000); further: nearly all actives have a fitted effect of over 50% in size
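Guanine nucleotide exchange by EPAC2 is measured as reduced fluorescence of BODIPY-GDP once it is released from 250 nM Rap1B. Plates are read kinetically for 30 min at room temperature; results are scaled to 6.5 mM cAMP.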
PTHR1 agonist = qHTS for PTHR1 Agonists: Primary Screen | Potency, µM (highest dose often 115 µM), inactives show at the top dose activation, actives largely listed as activators | actives 0.075% (n = 410,000) | HEK293 GP2 PTHR1 cells, GloSensor cAMP luminescence, 1 h; further: nearly all actives have a fitted effect of over 55% in size; some results filed as inactive show a strong effect at the top dose; inactives centre near -15; many of its hits are not listed in these tables
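HEK-293-derived GP2 cells expressing PTHR1 and a GloSensor cAMP reporter, 3,000/well, plated overnight, given luciferin plus IBMX (each 0.5 mM as added) for 1 h at 37 °C, then compound for 1 h at 37 °C. Luminescence was read after 15 min at room temperature.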
* = called active by the depositor; i = inactive; ? = inconclusive; . = not tested or not shown; & = joins results of further samples; [ ] = another dose, or the depositor's remark. The call rests on the fitted dose curve; in most records, active means well fitted curve in the direction sought with a large enough effect; inconclusive means small, poorly fitted or top-dose-only effect, or another doubt; inactive means no such curve, though single readings can be large; an effect the other way counts as inactive or inconclusive. Potency means the concentration at half of the fitted maximal effect. Not all compounds are listed. The share of hits here may be higher or lower than overall.

Start of the data: the first 4 compounds as a preview:
SMILES | FUS suppressor | aSyn yeast inh | TDP43 rescue | EPAC2 antagonist | EPAC1 agonist | EPAC1 antagonist | EPAC2 ag | PTHR1 agonist
COc1c(CC=C(C)C)c(O)cc2oc(=O)c3c4ccc(O)cc4oc3c12 | 8.5% | -0.1% | 16.5% | -6.9% | 0.4% | -20.3% | -0.5% | -19.5%
CCCOc1c(Br)cc(C(=O)NCC)cc1OC | -8.6% | -2.1% | 21.3% | 0.3% | 16.3% | 6.4% | 11.1% | i
O=C(c1ccco1)C(O)c1ccco1 (centres undefined) | -31.7% | 1.2% | 8.2% | 12.8% | 10.6% | 9.0% | 6.9% | -20.1%
COc1cc(C(=O)Nc2c(C)cc(C)cc2C)c(Br)c(OC)c1OC | 7.9% | -4.4% | -27.5% | -8.5% | 3.1% | -3.2% | 5.3% | -7.8%

This part in full, previewed entries included:
SMILES | FUS suppressor | aSyn yeast inh | TDP43 rescue | EPAC2 antagonist | EPAC1 agonist | EPAC1 antagonist | EPAC2 ag | PTHR1 agonist
COc1c(CC=C(C)C)c(O)cc2oc(=O)c3c4ccc(O)cc4oc3c12 | 8.5% | -0.1% | 16.5% | -6.9% | 0.4% | -20.3% | -0.5% | -19.5%
CCCOc1c(Br)cc(C(=O)NCC)cc1OC | -8.6% | -2.1% | 21.3% | 0.3% | 16.3% | 6.4% | 11.1% | i
O=C(c1ccco1)C(O)c1ccco1 (centres undefined) | -31.7% | 1.2% | 8.2% | 12.8% | 10.6% | 9.0% | 6.9% | -20.1%
COc1cc(C(=O)Nc2c(C)cc(C)cc2C)c(Br)c(OC)c1OC | 7.9% | -4.4% | -27.5% | -8.5% | 3.1% | -3.2% | 5.3% | -7.8%
COC(=O)c1ccccc1NC(=O)C1CCC(=O)N1S(=O)(=O)c1ccc(C)cc1 (centres undefined) | -6.9% | -7.4% | -19.1% | 7.3% | -9.3% | 1.1% | 6.2% | i
COC(=O)n1c(=O)oc2cc(S(=O)(=O)N3CCOCC3)ccc21 | 10.5% | 1.1% | -4.8% | -3.0% | 3.9% | 2.1% | -0.1% | -4.4%[57.5 µM]
CC(=O)Nc1cccc(NC(=O)Nc2cccc(Cl)c2C)c1 | 0.6% | -1.0% | -0.6%[0.397 µM] | -8.1% | -0.5% | -23.9% | 6.0% | -2.8%
COc1cc(C)ccc1NC(=O)Cc1csc(NC(=O)Nc2ccccc2OC)n1 | 23.8% | 3.1% | 0.1% | -6.8% | 7.1% | -7.4% | 9.8% | -17.5%
COc1ccc(F)cc1C(=O)C1CCCN(Cc2ccc3c(c2)OCCO3)C1 (centres undefined) | -6.4% | ? | 14.0% | -14.3% | 11.2% | 4.9% | 5.5% | i
COc1cc(-c2cc(=O)c3c(C)cc(O)cc3o2)cc(OC)c1OC | . | -0.4% | 0.0% | -2.5% | -17.0% | -28.4% | 4.1% | i
COc1ccccc1NC(=O)C1CCN(C(=O)c2ccco2)CC1 | -3.3% | -6.1% | 3.3% | 3.5% | -5.1% | -28.0% | 4.3% | i
CCN(CC(=O)Nc1c(F)cccc1F)C(=O)c1ccc2ncsc2c1 | -9.5% | -3.6% | -14.8% | 2.1% | 7.3% | -3.6% | -6.0% | i
CC(C)COC(=O)N(C)C[C@H]1OCc2cn(nn2)CCCC(=O)N([C@H](C)CO)C[C@@H]1C | -35.3% | -3.5% | ? | 7.9% | 3.2% | -1.8% | 9.1% | -9.8%
COc1ccc2c(c1)CCc1c-2n[nH]c1C(=O)NCCC(C)C | -14.4% | -9.5% | 29.8% | 8.4% | -11.6% | -3.8% | 5.6% | -90.8%[inhibitor]
N#CCNC(=O)C1c2ccccc2Oc2ccccc21 | -3.9% | -3.3% | -13.0% | 2.9% | 0.6% | -2.0% | 3.7% | -19.7%
CCCCNC(=O)C1(O)c2ccccc2NC(=O)N1c1ccc(Cl)cc1 (centres undefined) | 11.5% | -7.9% | 1.4% | -5.2% | 4.5% | -6.6% | 14.0% | -4.2%
O=C(Nc1ccncc1)c1cc(-c2ccccn2)nc2ccc(Br)cc12 | 3.9% | -1.5% | 1.1% | 0.8% | 3.4% | 2.2% | 7.5% | -2.8%
COCCNC(=O)CSc1nc2cc(OC)c(OC)cc2c(=O)n1CCc1ccc(S(N)(=O)=O)cc1 | -1.1% | -1.8% | -10.1%[0.397 µM] | -0.6% | -9.1% | 9.7% | -3.4% | -18.1%
O=C(Nc1cccc([N+](=O)[O-])c1)C1C2CCCCC21 (centres undefined) | -8.8% | -0.6% | 11.1% | -10.0% | -9.2% | -2.4% | -0.9% | -23.2%
Cc1csc(CN(C)C(=O)CC2C(=O)NCCN2CC(C)(C)C)n1 (centres undefined) | 7.8% | 0.0% | -5.9% | -5.4% | 0.2% | 9.9% | -1.1% | i
O=C(CNC(=O)c1cccnc1)N/N=C/c1cccnc1 | 2.2% | -1.5% | -2.8% | 7.4% | 3.2% | -6.3% | 8.7% | i
COc1ccc(NC2CCCN(C(=O)c3ccc(CSC)o3)C2)cc1OC (centres undefined) | 4.3% | 7.4% | -2.1% | 4.4% | 2.4% | 0.6% | -0.7% | -25.4%
CC(C)CC(=O)NS(=O)(=O)c1ccc(N)cc1 | -33.4% | -12.5% | -10.2% | 1.2% | 3.8% | 12.2% | -2.0% | -1.4%
COc1cccc2c1N1C(=O)c3c(C(=O)O)cccc3C1CC2(C)C (centres undefined) | . | -0.6% | 6.8% | -7.6% | 1.1% | 1.6% | 0.7% | i
Cc1ccn2c(=O)c(C(=O)NCCN3CCOCC3)c(O)nc2c1 | -18.6% | -9.4% | -6.6% | -0.7% | 17.4% | -10.8% | 0.4% | i
O=C(CN1C(=O)c2cccc3cccc(c23)C1=O)N1CCOCC1 | -20.7% | 6.0% | 9.4% | 6.8% | -13.1% | -14.9% | 4.2% | -20.8%
CCc1nnc(NC(=O)[C@@H](NC(=O)c2cccc(S(=O)(=O)N3CCOCC3)c2)C(C)C)s1 | 38.0% | -2.0% | -12.4% | 12.1% | 4.6% | 7.5% | 8.9% | ?
Cc1cc(Cl)ccc1C(=O)C1CCCN(C(=O)c2ccc3c(c2)OCO3)C1 (centres undefined) | ? | 1.1% | 24.5% | -26.0% | 9.4% | -2.0% | 2.4% | -20.0%
Cc1ccccc1NC(=O)CSc1nnc(-c2ccco2)n1N | 10.5% | 0.3% | 6.7% | 0.1% | 6.5% | -5.9% | 5.5% | i
COc1cccc(CCN2CCC(CNS(=O)(=O)c3cc(-c4cc(C)no4)ccc3C)CC2)c1 | 4.8% | -1.5% | -16.6% | 3.6% | -3.9% | -4.5% | 11.9% | -88.2%[inhibitor]
Cc1ccc(S(=O)(=O)N2[C@@H](c3ccccc3F)C(C(=O)O)=CC[C@H]2c2cccs2)cc1 | 25.0% | -13.2% | 4.5% | -4.2% | -9.6% | 0.1% | -5.7% | -18.6%
CNC(=S)NCc1ccc(Cl)cc1 | 3.3% | -8.8% | 0.6% | 3.0% | 0.0% | -0.5% | 0.4% | -9.6%
COc1ccccc1C(=O)N1CCN(Cc2nc3cc([N+](=O)[O-])ccc3n2C)CC1 | 12.1% | -4.3% | 0.6% | 5.1% | 5.9% | 3.0% | 17.7% | -39.4%[inhibitor]
COc1ccc(-c2nnc(SC(C)C(=O)Nc3cccc(Cl)c3)o2)cc1 (centres undefined) | 28.1% | 13.8% | 12.6µM* | -11.3% | 9.3% | -7.6% | 18.9% | i
C[n+]1ccccc1/C=N/O | -45.5%&-34.5% | -5.3%&-1.0% | 24.0%&18.9% | 3.2%&-7.5% | -11.3%&-23.3% | -4.8%&-0.8% | 0.7%&-2.4% | -18.4%
Cc1cc(C)n(-c2cc(-c3ccccc3)nc(C)n2)n1 | -12.0% | 3.5% | 15.3% | -3.6% | 4.4% | -4.4% | -14.4% | -22.7%
c1ccc(Cc2nn3c(COc4ccccc4)nnc3s2)cc1 | 14.1% | -27.7% | 13.7% | 0.9% | 6.0% | 7.4% | 8.2% | 5.3%[57.5 µM]
COc1cc(OC)cc(C(=O)N[C@H](C(=O)Nc2cc(F)ccc2C)C(C)C)c1 | -13.1% | -4.7% | -21.4% | 0.5% | -2.4% | 11.4% | -7.5% | i
CCCCC(CC)C(=O)NCCCN1CCN(CCCNC(=O)C(CC)CCCC)CC1 (centres undefined) | 2.7% | -0.4% | 16.4% | 0.9% | -10.7% | -6.5% | 3.0% | -9.0%[57.5 µM]
O=C(Nc1nc2cc3c(cc2s1)OCCO3)c1ccco1 | 1.8% | -20.8% | 9.8% | -5.4% | 6.8% | -4.3% | 6.9% | i
COC(=O)c1cc(OC)cc(O)c1C(=O)c1c(O)cc(C)cc1O | -17.4% | 6.4% | 5.3% | -6.9% | 6.8% | -5.5% | 3.8% | i
COC(=O)c1ccc(CSc2nnnn2-c2ccccc2)o1 | -7.2% | 8.4% | 18.4% | -0.1% | 2.6% | 3.5% | -16.0% | i
CCCC(=O)Nc1nn(C)c2nc3ccc(C)cc3cc12 | 4.7% | -1.8% | 28.7% | -1.0% | 3.8% | -16.9% | -5.8% | i
CC(Sc1nc(=O)cc(N)n1CCc1ccccc1)C(=O)NCc1ccccc1 (centres undefined) | 7.9% | -7.0% | 16.9% | 25.4% | 8.4% | 0.8% | 8.6% | i
O=C(NC1CCCC1)C(c1ccncc1)N(C(=O)c1csnn1)c1ccc(Cl)cc1 (centres undefined) | 11.0% | 0.7% | -11.9% | 2.0% | 3.8% | 2.2% | 7.8% | i
COc1ccc(-c2coc3c(C(=O)NCc4ccc(OC)c(OC)c4)cccc23)c(C)c1 | ? | -0.2% | 7.3% | 1.6% | 5.5% | 0.8% | 13.9% | -92.0%[inhibitor]
Cc1cc(C)n(-c2nc3c(c(=O)[nH]c(=O)n3C)n2Cc2ccc(F)cc2)n1 | -0.2% | -11.8% | 20.5% | -1.4% | 4.5% | 2.8% | -1.3% | i

High-throughput results deposited in PubChem BioAssay by National Center for Advancing Translational Sciences (NCATS).
